Nrf2 block – Nrf2 qHTS screen for inhibitors; A549 ARE-Fluc reporter, luciferase luminescence, 18-24 h; Potency, µM (top dose mostly 46 µM), inactives show at the highest dose activity change, negative = inhibition, hits mostly inhibitors; hit rate 2.1% among 360,000; AID 504444, 2011; further: on the % scale 0 is the no-effect control and ±100 the full control effect; nearly all actives have a fitted effect of over 60% in size
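In this cell-based qHTS, ARE-driven firefly luciferase in A549 cells reports Nrf2 activity; the luminescent signal after BugLite lysis is the measured value, with a prior CellTiter-Fluor read for cell health.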
ATXN2 expr inh – Primary qHTS for Inhibitors of ATXN expression | HEK-293 ATXN2-luciferase reporter, luminescence, 24 h | Potency, µM (top dose mostly 57 µM), for the others: at the highest dose activity change, negative = inhibition, usual class: inhibitors | hit rate 0.72% among 360,000 | AID 1745845, 2022; further: on the % scale 0 is the no-effect control and ±100 the full control effect; nearly all actives have a fitted effect of over 55% in size
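qHTS (up to 57 uM final) was run with 24 h compound exposure of reporter cells at 37 °C. Each well was multiplexed: SteadyGlo luminescence measured ATXN2-luciferase expression after a fluorogenic Gly-Phe-AFC viability readout (25 uM final).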
MCF10A rereplic – A quantitative high throughput screen for small molecules that induce DNA re-replication in MCF 10a normal breast cells. Potency, µM (titrated, usually from 46.1 µM), inactives show at the top dose activity, positive = re-replication, most hits filed as activators. hit rate 2.9% among 350,000. MCF 10A DNA re-replication, Hoechst nuclear intensity, 48 h; further: % of control where 0% means no effect; nearly all actives have a fitted effect of over 50% in size
Nrf2 ARE act – qHTS of Nrf2 Activators; AREc32 ARE-luciferase reporter (MCF7-derived line), luminescence, 24 h; Potency, µM (highest dose often 46.1 µM), inactives show at the top dose activation, actives largely listed as activators; hit rate 0.31% among 410,000; AID 624171, 2012; further: % of control where 0% means no effect; nearly all actives have a fitted effect of over 65% in size
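Steps: seed AREc32_Fluc cells (1000/well, 5% FBS OPTI-MEM); incubate overnight at 37 deg C; add 23 nL compound; incubate 24 hr; add Steady-Glo; hold 30 min RT; read luminescence.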
EPAC2 antag – qHTS for Antagonist of cAMP-regulated guanine nucleotide exchange factor 2 (EPAC2): primary screen. Potency, µM (highest dose often 114 µM), for inactives: at the highest dose activity, negative = inhibition, actives largely listed as inhibitors. hit rate 0.18% among 360,000. Rap guanine nucleotide exchange factor 4 (Homo sapiens), Q8WZA2. EPAC2 GEF exchange of Rap1B-BODIPY-GDP, fluorescence. AID 720708, 2013; further: on the % scale 0 is the no-effect control and ±100 the full control effect; nearly all actives have a fitted effect of over 45% in size; many of its hits are not listed in these tables
Target sequence (Q8WZA2 whole entry, looked up): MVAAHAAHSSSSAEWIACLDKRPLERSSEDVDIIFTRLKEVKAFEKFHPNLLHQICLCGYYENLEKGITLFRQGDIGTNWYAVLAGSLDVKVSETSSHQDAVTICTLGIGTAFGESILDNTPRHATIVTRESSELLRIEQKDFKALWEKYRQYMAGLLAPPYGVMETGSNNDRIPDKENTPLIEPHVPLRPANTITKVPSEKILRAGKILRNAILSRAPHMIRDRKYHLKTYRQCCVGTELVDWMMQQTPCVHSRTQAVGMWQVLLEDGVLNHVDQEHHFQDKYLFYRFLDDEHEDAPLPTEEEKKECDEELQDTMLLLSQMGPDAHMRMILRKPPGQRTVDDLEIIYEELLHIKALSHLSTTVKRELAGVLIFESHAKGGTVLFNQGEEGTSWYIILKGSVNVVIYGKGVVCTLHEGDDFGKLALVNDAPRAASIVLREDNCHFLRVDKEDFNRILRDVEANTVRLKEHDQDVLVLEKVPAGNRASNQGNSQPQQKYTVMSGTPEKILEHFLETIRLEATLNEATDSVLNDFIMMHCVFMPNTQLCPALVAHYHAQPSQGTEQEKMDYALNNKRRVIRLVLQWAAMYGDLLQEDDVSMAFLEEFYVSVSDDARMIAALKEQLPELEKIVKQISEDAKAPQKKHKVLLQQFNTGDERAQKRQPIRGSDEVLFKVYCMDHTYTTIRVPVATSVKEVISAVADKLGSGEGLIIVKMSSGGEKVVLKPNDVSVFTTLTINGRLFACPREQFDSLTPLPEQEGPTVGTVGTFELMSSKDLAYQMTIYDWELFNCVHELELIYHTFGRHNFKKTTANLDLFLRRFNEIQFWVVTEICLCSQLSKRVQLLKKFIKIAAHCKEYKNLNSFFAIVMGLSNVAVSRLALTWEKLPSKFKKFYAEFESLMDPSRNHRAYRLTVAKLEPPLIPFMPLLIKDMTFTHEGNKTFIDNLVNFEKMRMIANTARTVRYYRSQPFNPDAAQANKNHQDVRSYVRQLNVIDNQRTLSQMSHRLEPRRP
ATXN viability – Viability Counterscreen for Primary qHTS for Inhibitors of ATXN expression; S2 cells (HEK-293 line with an ATXN2-luciferase reporter) viability, CellTiter-Fluor protease fluorescence, 24 h; hit rate 0.49% among 400,000; Potency, µM (highest dose often 56.7 µM), actives largely listed as cytotoxic; further: nearly all actives have a fitted effect of over 40% in size
TGFb inhibitor – qHTS for Inhibitors of TGF-b | HepG2 CAGA-GFP TGF-b/SMAD3 reporter, GFP fluorescence, 18 h; TGF-beta stimulated, 500 pg/mL final | Potency, µM (highest dose often 46.1 µM), for the others: top-dose activity, negative = inhibition, most hits filed as inhibitors | hit rate 1.2% among 410,000 | AID 588855, 2011; further: on the % scale 0 is the no-effect control and ±100 the full control effect; nearly all actives have a fitted effect of over 65% in size
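First, reporter cells (HEPG2 CAGA-GFP) rested 2 h at 37 degrees C. Next, compounds were pinned in and TGF-beta added to 500 pg/mL final. After 18 h, GFP was imaged per cell and summed per well.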
A549 tox – Nrf2 qHTS screen for inhibitors: counterscreen for cytotoxicity | A549 ARE-Fluc cells, CellTiter-Fluor viability, 18-24 h | Potency, µM (series often up to 46 µM), inactives show at the top dose activity change, negative = cytotoxicity, most hits filed as inhibitors | hit rate 0.16% among 390,000 | AID 504648, 2011; further: on the % scale 0 is the no-effect control and ±100 the full control effect
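Cytotoxicity counterscreen: CellTiter-Fluor fluorescence was measured in A549 ARE_Fluc cells after 18-24 h of compound exposure in a concentration series. The subsequent BugLite luminescent read reports ARE-luciferase activity.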
HepG2 viability – qHTS for Inhibitors of TGF-b: Cytotox Counterscreen. AID 588856, 2011. HepG2 CAGA-GFP viability, ATP luminescence, 18 h. hit rate 0.76% among 410,000. Potency, µM (doses to about 46.1 µM), without a hit: at the top dose activity change, negative = cytotoxicity, usual class: cytotoxic; further: some results filed as inactive show a strong effect at the top dose
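HepG2 CAGA-GFP cells (1000/well, DMEM with 1% FBS) received compound, then TGF-beta at 500 pg/mL final, and were incubated 18 hours at 37 degrees C. Viability was read by CellTiter-Glo luminescence. Media-only wells were set as complete cell-killing and DMSO as no toxicity.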
* = called active by the depositor; i = inactive; ? = inconclusive; . = no result given; [ ] = another dose, or the depositor's remark. The call rests on the fitted dose curve; in most records, active means well fitted curve in the direction sought with a large enough effect; inconclusive means small, poorly fitted or top-dose-only effect, or another doubt; inactive means no such curve, though single readings can be large; an effect the other way counts as inactive or inconclusive. Potency means the concentration at half of the fitted maximal effect.

nr	smiles	A549 tox	Nrf2 ARE act	ATXN2 expr inh	EPAC2 antag	MCF10A rereplic	TGFb inhibitor	Nrf2 block	ATXN viability	HepG2 viability
1	CN1C(C(=O)NCc2ccc(OC(F)(F)F)cc2)CC2Cn3c(nc4cc5ccccc5cc43)C21 (centres undefined)	0%	2.5%	7%	-14%	?	-18%	18%	i	-2%
2	CCCc1nc(SCC(N)=O)[nH]c(=O)c1CC	0%	-0.5%	6%	3%	-5%	?	-15%	i	7%
3	Cc1ccc(NC(=O)COc2ccccc2C=O)cc1Cl	20%	7.2%	79%[activator]	-5%	6%	18%	?	i	15%
4	Cc1ccc(Nc2nnc(SCC(=O)NCCN3C(=O)CSC3=O)s2)cc1	1%	0.1%	26%	1%	-4%	-9%	5%	i	-16%
5	Cc1ccc(N(C(=O)c2csnn2)C(C(=O)NC2CCCCC2)c2cccnc2)c(C)c1 (centres undefined)	-1%	-0.7%	4%	-7%	-6%	14%	-8%	i	8%
6	N#C/C(=C(/O)CSc1n[nH]c(N)n1)c1nc2ccccc2[nH]1	0%	0.0%	-5%	2%	8%	-6%	-2%	i	-16%
7	CC1=C(C(=O)OCc2ccc3c(c2)OCO3)C(c2ccc(O)c([N+](=O)[O-])c2)NC(=O)N1 (centres undefined)	-9%	0.3%	-7%[11.3 µM]	5%	2%	-1%	?	i	10%
8	Cc1ccc(S(=O)(=O)N(C)C)cc1NC(=O)C(C)OC(=O)CC1CC2CCC1C2 (centres undefined)	.	0.1%	.	-11%	.	?	.	i	-98%

Reprinted from the part before: 2 entries; new compounds follow.
nr	smiles	A549 tox	Nrf2 ARE act	ATXN2 expr inh	EPAC2 antag	MCF10A rereplic	TGFb inhibitor	Nrf2 block	ATXN viability	HepG2 viability
7	CC1=C(C(=O)OCc2ccc3c(c2)OCO3)C(c2ccc(O)c([N+](=O)[O-])c2)NC(=O)N1 (centres undefined)	-9%	0.3%	-7%[11.3 µM]	5%	2%	-1%	?	i	10%
8	Cc1ccc(S(=O)(=O)N(C)C)cc1NC(=O)C(C)OC(=O)CC1CC2CCC1C2 (centres undefined)	.	0.1%	.	-11%	.	?	.	i	-98%
9	CCCCNc1c2c(nc3c(-c4ccccc4)c(C)nn13)CCC2	-7%	0.0%	2%	3%	21%	-3%	?	i	-62%
10	O=C(NCc1cccnc1)c1noc2c1CCCC2	-3%	0.2%	7%	1%	14%	-7%	10%	i	-14%
11	Cc1cc(N2CCOCC2)nc(N)n1	10%	2.7%	-6%	-4%	9%	-1%	12%	i	-16%
12	COC(=O)c1ccccc1OCCOCCOc1cccc2cccnc12	3%	-0.3%	-14%	2%	2%	-8%	3%	i	-13%
13	CCC(C)(C)NC(=O)c1cc([N+](=O)[O-])ccc1N1CCOCC1	-7%	0.2%	-1%	-3%	12%	5%	12%	i	30%
14	Cc1ccccc1NC(=O)Nc1cc(S(N)(=O)=O)ccc1C	-3%	-0.6%	-10%	6%	2%	8%	3%	i	-17%
15	COc1ccc(CCCNC(=O)C2CCC(=O)N(CCCN3CCCC3=O)C2)cc1 (centres undefined)	0%	-0.2%	0%	1%	1%	-2%	24%	i	1%
16	Cc1ccc(S(=O)(=O)N2CCCc3cc(NS(=O)(=O)c4ccccc4)ccc32)cc1	-6%	-0.5%	0%	.	.	16µM*	.	.	1%

Quoted from above: entries 5 to 13
nr	smiles	A549 tox	Nrf2 ARE act	ATXN2 expr inh	EPAC2 antag	MCF10A rereplic	TGFb inhibitor	Nrf2 block	ATXN viability	HepG2 viability
5	Cc1ccc(N(C(=O)c2csnn2)C(C(=O)NC2CCCCC2)c2cccnc2)c(C)c1 (centres undefined)	-1%	-0.7%	4%	-7%	-6%	14%	-8%	i	8%
6	N#C/C(=C(/O)CSc1n[nH]c(N)n1)c1nc2ccccc2[nH]1	0%	0.0%	-5%	2%	8%	-6%	-2%	i	-16%
7	CC1=C(C(=O)OCc2ccc3c(c2)OCO3)C(c2ccc(O)c([N+](=O)[O-])c2)NC(=O)N1 (centres undefined)	-9%	0.3%	-7%[11.3 µM]	5%	2%	-1%	?	i	10%
8	Cc1ccc(S(=O)(=O)N(C)C)cc1NC(=O)C(C)OC(=O)CC1CC2CCC1C2 (centres undefined)	.	0.1%	.	-11%	.	?	.	i	-98%
9	CCCCNc1c2c(nc3c(-c4ccccc4)c(C)nn13)CCC2	-7%	0.0%	2%	3%	21%	-3%	?	i	-62%
10	O=C(NCc1cccnc1)c1noc2c1CCCC2	-3%	0.2%	7%	1%	14%	-7%	10%	i	-14%
11	Cc1cc(N2CCOCC2)nc(N)n1	10%	2.7%	-6%	-4%	9%	-1%	12%	i	-16%
12	COC(=O)c1ccccc1OCCOCCOc1cccc2cccnc12	3%	-0.3%	-14%	2%	2%	-8%	3%	i	-13%
13	CCC(C)(C)NC(=O)c1cc([N+](=O)[O-])ccc1N1CCOCC1	-7%	0.2%	-1%	-3%	12%	5%	12%	i	30%

The listing continues:
nr	smiles	A549 tox	Nrf2 ARE act	ATXN2 expr inh	EPAC2 antag	MCF10A rereplic	TGFb inhibitor	Nrf2 block	ATXN viability	HepG2 viability
17	Cc1cccc(OCC(=O)Nc2nnc(S(=O)(=O)N3CCC(C)CC3)s2)c1	9%	-1.1%	0%	7%	0%	-7%	-20%	i	-5%
18	CCC1CCCCN1C(=O)CCNC(=O)Cn1cnc2ccccc2c1=O (centres undefined)	1%	-0.3%	-7%	4%	-9%	-26%	7%	i	4%
19	COCCCNC(=O)Cn1nnc(-c2ccc(NC(=O)c3ccc(F)cc3)cc2)n1	-4%	0.1%	5%	10%	1%	0%	10%	i	-4%
20	CC(C)(C)OC(=O)N1CCC(C(=O)Nc2cccc(C(=O)NCCc3ccccc3)c2)CC1	-3%	5.0%	9%	-9%	?	-21%	0%	?	-17%
21	Cc1ccc(NC(=O)NCCCl)cc1S(=O)(=O)N1CCOCC1	1%	0.2%	4%	0%	-1%	14%	15%	i	9%
22	Cc1nc2cc(S(=O)(=O)C(F)(F)F)ccc2s1	0%	0.2%	-9%	2%	3%	6%	-18%	i	7%
23	CCc1nc(N[C@H](C(=O)O)C(C)CC)c2oc3ccccc3c2n1 (some centres undefined)	-8%	0.4%	-6%	7%	3%	?	-11%	?	-1%
24	Cc1nc(-c2nc(-c3c(C(=O)NNC(=O)Nc4ccccc4)noc3C)cs2)cs1	8%	0.0%	-6%	5%	1%	7%	1%	i	-3%

(next part)
nr	smiles	A549 tox	Nrf2 ARE act	ATXN2 expr inh	EPAC2 antag	MCF10A rereplic	TGFb inhibitor	Nrf2 block	ATXN viability	HepG2 viability
25	Cc1cccc(NC(=O)c2cccc(S(=O)(=O)N(C)C3CCCCC3)c2)n1	.	2.9%	.	-18%	.	-9%	.	i	-10%
26	Cc1nc(NC(=O)c2ccc(Br)s2)sc1C(=O)N(C)C	7%	2.3%	19%	-2%	-4%	0%	?	i	-11%
27	COc1cc(C(=O)OCC(=O)NCCC2=CCCCC2)ccc1OCC(C)C	1%	0.0%	5%	-14%	12%	-10%	-4%	i	4%
28	COc1cc(C(=O)NNC(=O)c2ccc(S(=O)(=O)N3CCCCC3)cc2)cc(OC)c1OC	-1%	-0.3%	14%	11%	0%	6%	-4%	i	6%
29	N#Cc1ccc(CN2CCN(C(=O)c3cccc(S(=O)(=O)N4CCCCCC4)c3)CC2)cc1	-3%	-0.5%	-19%	1%	-12%	0%	?	i	-3%
30	Cc1ccc(CC(=O)O/N=C(\N)c2ccccn2)cc1	-1%	0.1%	27%	4%	2%	-4%	?	i	-14%
31	CC(=O)NC1CC2CCCC(C1)N2Cc1ccc(C)cc1 (centres undefined)	1%	-0.1%	.	4%	4%	25%	3%	i	-3%
32	c1ccc(-c2[nH]ncc2CN2CCN(Cc3ccc4c(c3)OCO4)CC2)cc1	8%	-0.4%	-11%	5%	-1%	?	8%	i	-96%

Remaining list, next part
nr	smiles	A549 tox	Nrf2 ARE act	ATXN2 expr inh	EPAC2 antag	MCF10A rereplic	TGFb inhibitor	Nrf2 block	ATXN viability	HepG2 viability
33	Cc1ccc(S(=O)(=O)N2CCN(C(=O)COC(=O)/C=C/c3ccccc3F)CC2)c(C)c1	-5%	0.3%	11%	-2%	-6%	1%	3%	?	4%
34	COc1ccc(-c2[nH]c(-c3ccc(Cl)cc3)nc2SCC(=O)NCC2CCCO2)cc1 (centres undefined)	-16%	5.2%	.	.	.	?	?	.	-43%
35	COc1ccc(N2CCN(C(=O)c3ccc(Oc4ccc(C(F)(F)F)cn4)cc3)CC2)cc1	-5%	2.9%	-12%	7%	5%	11%	?	i	-31%
36	COc1ccc(-n2cc(CN3CCCC3)c(-c3cccc(F)c3)n2)cc1	-2%	3.1%	-28%	-8%	?	-7%	37%	i	-9%
37	O=C(NC(Cc1ccccc1)C(=O)O)c1ccc(S(=O)(=O)N2CCOCC2)cc1 (centres undefined)	3%	-0.3%	1%	8%	-4%	6%	.	i	1%
38	COc1ccc(CNc2ncnc3sccc23)cc1	-1%	2.2%	-34%	6%	0%	0%	10µM*	?	-8%
39	CC(C)(C)c1cc(C(C)(C)C)c2oc(=O)c(-c3nc4ccc(C(=O)O)cc4[nH]3)cc2c1	?	0.0%	.	.	.	2%	.	.	14%
40	CCn1ncc(C2=NOC(C(=O)Nc3ccc4c(c3)OCO4)C2)c1C (centres undefined)	1%	2.5%	18%	8%	10%	-4%	?	i	0%
41	COc1ccc(COC(=O)CCS(=O)(=O)c2ccc(C)cc2)cc1F	7%	-0.1%	-10%	-18%	15%	3%	-8%	i	5%

Screening data deposited in PubChem BioAssay by National Center for Advancing Translational Sciences (NCATS).

This is a subset; count on the stated rates, not on these rows.
